Gli-Sufu block – antagonists of Gli-Sufu signaling | AID 588413 | Sufu-KO-LIGHT fibroblasts, Gli luciferase reporter luminescence | 0.74% of 340,000 active | inhibition, % at 5 µM;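 active means inhibition above about 55%, limit read from the data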;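 further: 0% = DMSO-treated cells and 100% = wells with medium but no cells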
CCR6 antag – CCR6 (human) receptor antagonism | P51684 | CHO-K1 CCR6 PathHunter beta-arrestin, luminescence, CCL20-stimulated | inhibition, % at 20 µM | 0.49% of 340,000 active | AID 493098;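 active means compounds whose inhibition of the agonist-driven luminescence signal at 20 µM reaches about 50%, limit read from the data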;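 further: cells stimulated with CCL20 at 14 nM final; plate controls were DMSO with CCL20 for no effect and DMSO without agonist for full effect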
Target sequence (P51684 whole entry, looked up): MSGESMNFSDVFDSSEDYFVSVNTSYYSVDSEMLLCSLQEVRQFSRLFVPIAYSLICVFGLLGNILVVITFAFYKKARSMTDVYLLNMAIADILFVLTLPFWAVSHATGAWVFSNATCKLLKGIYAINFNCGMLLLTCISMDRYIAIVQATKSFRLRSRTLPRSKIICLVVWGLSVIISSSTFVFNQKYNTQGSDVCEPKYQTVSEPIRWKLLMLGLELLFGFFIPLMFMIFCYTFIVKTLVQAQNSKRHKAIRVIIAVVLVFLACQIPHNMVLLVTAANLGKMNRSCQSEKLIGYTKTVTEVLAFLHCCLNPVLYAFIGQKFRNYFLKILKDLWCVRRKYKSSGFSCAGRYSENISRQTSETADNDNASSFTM
EBI2 block – blocks human EBI2 receptor beta-arrestin signaling; P32249; EBI2 beta-arrestin recruitment, luminescence, 7a,25-OHC stimulated; inhibition, % at 5 µM; 0.81% of 360,000 active; AID 651636; in the data active means inhibition above about 38%;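 further: enzyme fragment complementation signal reports receptor beta-arrestin coupling in cells; 0% = agonist plus DMSO wells and 100% = wells without agonist; some results beyond the cut were filed as inactive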
Target sequence (P32249 whole entry, looked up, the tested form may be a part): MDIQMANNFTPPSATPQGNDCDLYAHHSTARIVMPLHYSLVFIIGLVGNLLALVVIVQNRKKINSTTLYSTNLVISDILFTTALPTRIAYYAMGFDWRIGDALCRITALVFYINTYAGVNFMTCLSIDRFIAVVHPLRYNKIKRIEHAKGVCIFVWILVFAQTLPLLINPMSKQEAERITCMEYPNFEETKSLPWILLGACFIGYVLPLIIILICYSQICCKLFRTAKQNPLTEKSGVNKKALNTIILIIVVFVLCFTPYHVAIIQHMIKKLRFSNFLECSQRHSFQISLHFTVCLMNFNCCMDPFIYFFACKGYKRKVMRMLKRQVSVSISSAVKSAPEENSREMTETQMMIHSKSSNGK
Numbers without * were called inactive.

SMILES	Gli-Sufu block	CCR6 antag	EBI2 block
COCCN(C(=O)C(C)N1C(=O)c2ccccc2C1=O)c1c(N)n(CC(C)C)c(=O)[nH]c1=O (stereo unspecified)	4	6	-1
COc1cc(OC)c(C(=O)OCC(=O)N2CCN(S(=O)(=O)c3ccc(C)cc3C)CC2)cc1OC	-6	-5	9
COc1ccc2c3c(cccc13)C(=O)CC2	18	3	-2
CCCCCCCCNc1ncnc2[nH]ncc12	35	2	7
CCC1(O)C(=O)OCc2c1cc1n(c2=O)Cc2cc3cc(O)ccc3nc2-1 (stereo unspecified)	52	-12	-2
Cc1ccccc1Oc1nnc(-c2cccs2)c2ccccc12	-2	6	-12
Cc1ccc(S(=O)(=O)N2CCN(C(=O)C3CCN(c4ncnc5sc(C)c(C)c45)CC3)CC2)c(C)c1	67*	13	9
O=C1/C(=C/N(C(=O)c2ccco2)c2ccc(Cl)cc2)Sc2ccccc21	-21	4	5
Cc1cc(NC(=O)C(Cl)Cl)cc2c1OCO2	-6	4	-4
O=C(Oc1ccc(-c2ccccc2)cc1)c1ccco1	-9	-15	2
Cc1cc2[nH]c3c4ccccc4nc(C)c3c2cc1C	11	3	-3
Clc1nssc1=Nc1ccccc1	3	-1	9
Nc1ccc(-c2cn3cccnc3n2)cc1	-35	-10	3
O=C(Nc1cc([N+](=O)[O-])c2[nH]c(=O)c3ccccc3c2c1)C(F)(F)F	-7	13	-5
Cc1cc(O)c(C(C)C)cc1N=Cc1ccccc1[N+](=O)[O-]	7	31	-31
CCNC1(C#N)CCN(Cc2ccccc2)CC1	-2	11	1
O=C1NC(=O)C(Cc2ccccc2)(c2ccccc2)N1 (stereo unspecified)	7	17	-5
Cc1cn([C@H]2C[C@H](O)[C@@H](CCC(=O)NC(c3ccccc3)c3ccccc3)O2)c(=O)[nH]c1=O	3	-3	-7
Cc1nn(-c2nccs2)c2c1C(=O)CC(C)(C)C2Br (stereo unspecified)	7	1	4
O=Cc1nccc2ccccc12	2	-6	-4

Continued, starting with the last 6 of the part before.
SMILES	Gli-Sufu block	CCR6 antag	EBI2 block
Cc1cc(O)c(C(C)C)cc1N=Cc1ccccc1[N+](=O)[O-]	7	31	-31
CCNC1(C#N)CCN(Cc2ccccc2)CC1	-2	11	1
O=C1NC(=O)C(Cc2ccccc2)(c2ccccc2)N1 (stereo unspecified)	7	17	-5
Cc1cn([C@H]2C[C@H](O)[C@@H](CCC(=O)NC(c3ccccc3)c3ccccc3)O2)c(=O)[nH]c1=O	3	-3	-7
Cc1nn(-c2nccs2)c2c1C(=O)CC(C)(C)C2Br (stereo unspecified)	7	1	4
O=Cc1nccc2ccccc12	2	-6	-4
CCC(C)C(N)C(=O)N1CCCC1C(=O)NC(C(=O)O)C(C)CC (stereo unspecified)	-14	12	5
CC(=O)Nc1cccc(OCc2cccc([N+](=O)[O-])c2)c1	-40	12	7
CC(=O)Nc1c(C(=O)O)ccc(C)c1OCc1ccccc1	12	3	13
O=C1c2ccccc2C(=O)N1C1C(=O)N2CCSC12C(=O)OCc1ccccc1 (stereo unspecified)	9	15	-10
Nc1ccccc1-c1n[nH]c(=S)s1	2	9	-5
O=C(COc1nsnc1N1CCOCC1)N1CCOCC1	16	-1	5
Cc1nc(N)[nH]c(=O)c1CCCNS(=O)(=O)c1ccc([N+](=O)[O-])cc1	9	-12	-18
O=C(CSCC(=O)NN=Cc1ccccc1)NN=Cc1ccccc1	-77	5	2
COc1cc(CNC(=O)c2cnccn2)cc(OC)c1	-4	13	-7
COc1cc(-c2nnc(-c3ccc(S(=O)(=O)c4ccccc4)cc3)o2)cc(OC)c1OC	-17	1	30
NC(=O)c1ncn([C@@H]2O[C@H](CNCc3ccc(OCC(=O)Nc4ccccn4)cc3)[C@@H](O)[C@H]2O)n1	-9	-9	-3
CCN(CC)CCNC(=O)C1(c2ccccc2)CCCCC1	1	12	4
Cc1cc(=O)oc2cc(OCC(=O)N/N=C/c3cc([N+](=O)[O-])ccc3O)ccc12	-3	19	26
O=[N+]([O-])c1ccc2c(c1)C(=Nc1ccccc1)c1ccccc1-2	-3	-1	4
Cc1nc2c(o1)C(=O)c1ccccc1C2=Nc1ccccc1	4	15	-47
NC(=NCc1ccccc1)C(N=Nc1ccccc1)C(=O)NCc1ccccc1 (stereo unspecified)	0	12	2
c1ccc2c(CCc3ccncc3)cccc2c1	-33	-4	-13
COc1cc(C(=O)Nc2cc(S(=O)(=O)N3CCOCC3)ccc2N2CCOCC2)cc(OC)c1C	2	1	-3
Cc1cccc(CN2CCC(CNC(=O)Nc3ccccc3F)CC2)c1	8	9	16
Cn1ncc(Cl)c1C(=O)N1CCN(C(=O)c2ccco2)CC1	-1	2	-1
CCN1C[C@@H]2[C@@H]3C(=O)N(C)C(=O)[C@@H]3[C@](Cc3ccccc3)(C1=O)N2C(=O)c1ccc(Cl)c(Cl)c1	2	4	14
O=C(COC(=O)CC(c1ccccc1)c1ccccc1)NCc1ccc(Cl)cc1	2	7	33
CC(=O)C1C=CC(C)(C(=O)O)C2C=C(C)C(=O)C(C)(O)C12 (stereo unspecified)	10	10	-10
O=C(Cc1cccc(NC(=O)C2CCCN(C(=O)C3CC3)C2)c1)Nc1ccc(C(=O)N2CCCCC2)cc1 (stereo unspecified)	-2	9	-5
CCOc1ccc(NC(=O)OCCN2CCN(CCc3ccccc3)C(C)C2)cc1 (stereo unspecified)	2	17	7
CCCCN(CCCC)c1nn[nH]n1	-4	-4	-5
c1ccc(OCCN2CCNCC2)cc1	0	6	8
CC(=O)Nc1ccc2c(c1Br)Cc1ccccc1-2	-37	-13	-4
CCSC1=C(C#N)C(c2ccc(F)cc2)CC(=O)N1 (stereo unspecified)	7	-7	-7
Clc1ccc2nc(-c3ccccn3)c(Nc3ccc4c(c3)OCO4)n2c1	15	32	16
COc1ccc(OC)c(NC(=O)C(C#N)=Cc2ccco2)c1	-1	5	-9
C=CCn1c(COc2cccc(C)c2)nnc1SCC(=O)c1c(N)n(C)c(=O)n(C)c1=O	4	0	-2
CC(C)c1cc(N=O)cc(C(C)C)c1O	8	23	-10
COCCn1cnc2c1c(=O)n(CC(=O)NC(=O)NC(C)(C)C)c(=O)n2Cc1ccccc1	8	-3	-7
CC(=NNS(=O)(=O)c1ccc([N+](=O)[O-])cc1)c1ccc(C)cc1	1	7	4
Cc1cccn2cc(COc3ccc(-c4ccccc4)cc3)nc12	-47	15	8
O=C(NC1CCCCC1)c1ccc([N+](=O)[O-])cc1	-28	4	-4
Cc1cc(C)c(S(=O)(=O)Nc2ccccc2)c(C)c1	6	3	7
O=C(COc1ccc2ccccc2c1)Nc1ccc(Br)cc1C(=O)O	7	-7	-4
CC(C)[C@@H](C(=O)OCC(=O)c1ccc2c(c1)NC(=O)CO2)N1C(=O)c2ccccc2C1=O	-1	9	0
Cc1nc(NC2=NCN(Cc3cccnc3)CN2)nc2ccccc12	8	2	-1
O=C1C(CO)C(CO)C(CO)C1CO (stereo unspecified)	-7	-2	-4
C/C(CC(=O)NC1CCCC1)=N\NC(=O)C1CCCCC1	-6	-2	1
Clc1cccc(-c2ccc(C=Nc3ccc(N4CCOCC4)cc3)o2)c1	6	5	-3
COc1ccccc1C=NNc1ccc([N+](=O)[O-])cn1	-14	-9	3
CC(C)c1ccc(S(=O)(=O)N2CCN(C(=O)c3cccc(S(=O)(=O)N4CCOCC4)c3)CC2)cc1	5	-3	0
S=C(S)OC1CC2CC1C1CCCC21 (stereo unspecified)	1	19	-1
O=C(c1ccccc1)C1N=NCC1c1ccc(Cl)cc1 (stereo unspecified)	4	22	12
Cn1c(=O)c2[nH]c(NN=Cc3ccc(Br)cc3)nc2n(C)c1=O	17	-10	0
CCN(C(=O)COC(=O)c1ccccc1NCc1ccco1)c1c(N)n(Cc2ccccc2)c(=O)[nH]c1=O	3	13	-2
CC1Nc2nc(N(C)C)[nH]c(=O)c2NC1C (stereo unspecified)	2	-9	-21
Oc1ccc2ccccc2c1N=Nc1nccs1	75*	94*	59*
O=C(Cc1ccc(S(=O)(=O)N2CCOCC2)s1)N1CCN(S(=O)(=O)c2cccc(F)c2)CC1	0	-5	-7
CN(C)CCCN1C(=O)C(O)=C(C(=O)c2cc3ccccc3o2)C1c1ccccn1 (stereo unspecified)	-6	2	10
Oc1ccccc1/C=N/NC(=S)NCCc1ccccc1	-5	0	0
CC(=O)Nc1cc2c(cc1Cl)-c1ccccc1C2O (stereo unspecified)	-34	11	6
CCCC(=O)OCC(=O)Nc1ccc(N=Nc2ccccc2)cc1	-74	14	3
Fc1ccc(-c2nnc3ccccn23)cc1	-1	4	0
COC(=O)c1ccccc1NC(=O)CSc1nnc(CNS(=O)(=O)c2ccc(C)cc2)n1C	28	2	-12
CCOc1cc(C(=O)OC(C)C(=O)Nc2ccccc2OC)ccc1OCC(=O)N1CCOCC1 (stereo unspecified)	2	6	-8

Shown as a hit in EBI2 block, of those listed so far:
Compound,CCR6 antag,EBI2 block
Oc1ccc2ccccc2c1N=Nc1nccs1,94*,59*

Single records, from the list above. Screens in order: Gli-Sufu block	CCR6 antag	EBI2 block
Listed for CCN(C(=O)COC(=O)c1ccccc1NCc1ccco1)c1c(N)n(Cc2ccccc2)c(=O)[nH]c1=O = 3	13	-2
Listed for C/C(CC(=O)NC1CCCC1)=N\NC(=O)C1CCCCC1 = -6	-2	1

(list continues)
SMILES	Gli-Sufu block	CCR6 antag	EBI2 block
COC(=O)c1ccc(CN(c2ccc(C(=O)O)c(O)c2)S(=O)(=O)c2ccc(Cl)c([N+](=O)[O-])c2)cc1	9	0	0
Cc1nc([N+](=O)[O-])c(Br)n1CC(=O)c1ccc(F)cc1	3	13	8
COCCNC(=O)/C(C#N)=C/c1cccc(/C=C(\C#N)C(=O)NCCOC)c1	4	29	-20
Cc1cccc(C)c1NC(=O)CN1CCc2ccccc2C1	-19	2	-16
CCN(C(=O)C=Cc1ccco1)c1ccccc1	2	10	14
COc1ccc(-c2nnc(CSc3ncnc4sc5c(c34)CCC5)o2)cc1OC	15	8	-4
CCCCN(CC)C(=O)CSc1nc2c(sc(=S)n2-c2ccc(OCC)cc2)c(=O)[nH]1	3	13	-8
O=C(O)c1ccc(Cn2cnc3c(=S)nc[nH]c32)cc1	-3	0	3
Nc1ccc2c(c1)C(=Cc1cccnc1)c1ccccc1-2	-5	5	5
O=C(NC1CCN(Cc2ccccc2)CC1)c1cc(S(=O)(=O)N2CCOCC2)ccc1Cl	2	-12	-1
COC(=O)c1sc(N2C(=O)c3oc4ccccc4c(=O)c3C2c2cccs2)nc1C (stereo unspecified)	12	-8	2
Nc1ccc2c(=O)[nH][nH]c(=O)c2c1	5	-2	-5
O=[N+]([O-])c1ccc(Nc2ccc(F)cc2)nc1	-5	19	5
O=C(CNC(=O)c1ccccc1Br)NCC(c1ccco1)N1CCCCC1 (stereo unspecified)	5	8	-3
Fc1ccc(CSc2ncnc3c2ncn3C2CCCCO2)cc1 (stereo unspecified)	-44	5	-1
CC1=C(C#N)C(=O)NC(=O)/C1=C\c1ccc(-c2cc(C)c(C)cc2[N+](=O)[O-])o1	1	9	-10
O=c1[nH]c(C(Cl)Cl)nc2sc3c(c12)CCN(Cc1ccccc1)C3	-4	3	0
O=[N+]([O-])c1cc(S(=O)(=O)N2CCCCCC2)ccc1F	-2	1	-20
O=C(NCc1cccnc1)/C(=C\c1ccc(-c2ccc(Cl)c(Cl)c2)o1)S(=O)(=O)c1ccccc1	10	45	64*
Cc1ccc(NC(=O)Cn2c(O)c(N=NC(=O)c3cc4ccccc4cc3O)c3ccccc32)cc1	22	30	-10
CCOc1cc2c(cc1O)C(=NO)CC1C2CCC2(C)C(O)CCC12 (stereo unspecified)	45	7	3
COc1ccc(CC(=O)NC(C)c2ccc(Cl)c(Cl)c2)cc1S(=O)(=O)N1CCOCC1 (stereo unspecified)	-4	17	1
Oc1[nH]c2ccccc2c1N=Nc1ccccn1	-28	5	13
O=[N+]([O-])c1cc(CN2CCCC2)c2cccnc2c1O	20	1	0
c1ccc(CCc2ccccn2)cc1	2	-5	-15
O=C1OC(c2ccccc2)(c2cc(Br)c(O)c(Br)c2)c2ccccc21 (stereo unspecified)	2	3	-11
O=C1CC2CC1C(C(=O)O)C2C(=O)O (stereo unspecified)	0	5	-3
CSCCC(NC(=O)c1ccccc1Cl)C(=O)N1CCCC(C)C1 (stereo unspecified)	-2	-3	6
CC(C)(C)OC(=O)N1CCC(C(=O)Nc2cccc(C(=O)NCCCc3ccccc3)c2)CC1	5	-6	9
c1ccc2c(c1)OCC(CNc1ncnc3sccc13)O2 (stereo unspecified)	76*	3	0
CCSc1nc(COC(=O)NC)c(COC(=O)NC)n1C	2	1	3
C#CCOCCOCCOCCNc1nc(N2CCN(C(=O)Cn3cc(CCO)nn3)CC2)nc(N2CCN(C(=O)[C@H](Cc3ccc(O)cc3)n3cc(CCO)nn3)CC2)n1	-6	-4	-15
COc1ccc(C(=O)Nc2cccc(C(=O)Nc3cc(C)ccn3)c2)cc1	-56	9	-1
Nc1ccc(S(=O)(=O)c2cc(O)c3ccccc3c2O)cc1	-3	37	-66
COC(=O)c1ccc(CN(c2ccccn2)S(=O)(=O)c2ccccc2)cc1	9	2	5
Cc1sc2c(c1C)c(=O)n(-c1ccc(F)cc1)c(=O)n2CC(=O)NCc1ccco1	-21	18	-1

Screens (PubChem)

This is a subset; rates above refer to the full screens.
